High-throughput results deposited in PubChem by The Scripps Research Institute Molecular Screening Center.
GalR3 antag = human GalR3 antagonism; HEK293 GalR3-CNG cAMP membrane potential fluorescence; galR3 body fused to GalR1 C-terminus; AID 651719; inhibition, % at 3 µM; actives 0.44% (n = 360,000);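 active = inhibition above the screen-wide average plus 3 SD, cut at about 13% in these data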;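 note: forskolin and galanin both at EC90 stimulate the cells; cAMP rise reported by CNG channel membrane potential dye signal; 0% = forskolin plus galanin with DMSO and 100% = forskolin alone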
Target sequence (O60755 1-299 limits assumed): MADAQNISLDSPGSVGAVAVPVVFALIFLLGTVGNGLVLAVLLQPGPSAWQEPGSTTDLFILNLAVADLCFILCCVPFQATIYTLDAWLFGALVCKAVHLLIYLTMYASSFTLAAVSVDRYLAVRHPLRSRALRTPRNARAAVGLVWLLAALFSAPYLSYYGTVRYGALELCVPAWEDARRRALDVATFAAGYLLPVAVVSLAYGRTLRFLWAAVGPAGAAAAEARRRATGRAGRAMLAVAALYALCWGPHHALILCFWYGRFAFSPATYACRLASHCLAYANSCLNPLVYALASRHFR
* = called active by the depositor.

cpd	GalR3 antag	canonical_smiles
1	-4	COc1ccc(C2=CN(Cc3ccccc3)C(c3ccc(OC)cc3)CC2=O)cc1 (stereo unspecified)
2	-4	CCNc1nc(C)nc2c1cnn2C
3	-4	CC1(Cc2ccccc2OC(F)(F)F)C(=O)Nc2ccc(-c3ccsc3)cc21 (stereo unspecified)
4	-6	NC(=Nc1ccccc1)N(c1ccccc1)c1ccccc1
5	-8	CCCCN(C)c1c(C)nc2ccc(C(=O)NCCCn3ccnc3)cn12
6	-5	CC1(C(=O)Nc2cccc3c2CCCC3)CCN1C(=O)C1(c2ccccc2)CC1 (stereo unspecified)
7	-7	CC(C)C[C@H]1CN([C@@H](Cc2ccccc2)CN2CCCC2CN2C(=S)NC[C@@H]2Cc2ccccc2)C(=S)N1CC1CCCCC1 (stereo partly specified)
8	-10	CCCCCC(=O)N1C[C@H](O)[C@@H](n2cc(-c3ccc(F)cc3)nn2)C[C@@H]1c1ccc(C)cc1
9	-3	Cc1nnc(SCC2=C(C(=O)O)N3C(=O)C(NC(=O)COc4ccccc4)C3SC2)s1 (stereo unspecified)
10	-4	CCn1cc(/C=C(\NC(=O)c2ccccc2)C(=O)NCCN2CCOCC2)c2ccccc21
11	-7	Cc1cnc(CNC(=O)c2ccc3sc([C@@H]4O[C@H](CO)[C@H](O)[C@H](O)[C@H]4O)nc3c2)cn1
12	-1	CC1(C(=O)NS(=O)(=O)c2ccc(Cl)cc2)CCN1C(=O)Cc1ccsc1 (stereo unspecified)
13	-4	CC(=C1N=C(c2ccccc2)OC1=O)c1cccs1
14	3	CC1(C(=O)NS(=O)(=O)c2ccc(C#N)cc2)CCN1C(=O)c1ccc(C2CCCCC2)cc1 (stereo unspecified)
15	-5	Cc1cc(C(=O)COC(=O)Cc2n[nH]c(=O)c3ccccc23)c(C)n1CC(F)(F)F
16	-9	COCCNC(=O)C1(C)CCCN(Cc2csc3ccccc23)C1 (stereo unspecified)
17	0	CCC(C)[C@H]1CNC(=O)C(=O)N1CCc1cccc2ccccc12 (stereo partly specified)
18	-6	COc1ccc(-c2cc(NC=O)c3ncc(-c4cccc(C(=O)NCCN(C)C)c4)n3c2)c(OC)c1
19	-2	O=C1CCCc2c1oc1c2CCCC1
20	-8	Cc1noc(C)c1-c1ccc(C(=O)Nc2cccc(NS(C)(=O)=O)c2)c2occc12
21	-7	CCOC(=O)C1=CCN(S(=O)(=O)c2ccccc2Br)C1c1cccc(Cl)c1 (stereo unspecified)
22	-5	O=S1(=O)C[C@H](N2CCC[C@@H]2CO)[C@@H](COCc2ccccc2)N1
23	1	Nc1nccc(SCc2ccc(Cl)cc2Cl)n1
24	-5	CC1CC(C)CN(S(=O)(=O)c2ccc(F)c(C(=O)NC3CCCCC3C)c2)C1 (stereo unspecified)
25	-8	CCCCNc1ncnc2[nH]ncc12
26	-7	CCCc1nc2ccc(Cl)cn2c1Cc1ccc(C)cc1
27	-6	Nc1ccn(CCCN2CCN(C(=O)C3CC3)CC2)c(=O)n1
28	-7	C[C@H](CO)N1C[C@H](C)[C@H](CN(C)S(=O)(=O)c2ccc(F)cc2)OCc2cnnn2CCCC1=O
29	-3	COc1cccc(CN2CCN(C(=O)[C@H]3O[C@@H](n4cnc5c(N)ncnc54)[C@H](O)[C@@H]3O)CC2=O)c1
30	-5	CC(=O)Nc1ccc(S(=O)(=O)NCC2CCN(C(=O)C(=O)c3cc4ccccc4o3)CC2)cc1
31	-7	COc1ccccc1[C@@H]1C(c2ccccc2)=NN(c2ccccc2)[C@H]1C(=O)N1CCOC1=O
32	-6	Cc1ccc(Cc2c(-c3ccccc3)nc3c(C)cc(Br)cn23)cc1
33	-5	CC(C)Oc1ccc(S(=O)(=O)N2CCOCC2)cc1NC(=O)c1ccc(Cl)c(S(=O)(=O)N2CCOCC2)c1
34	-2	O=C(/C=C/c1ccc(S(=O)(=O)N2CCOCC2)cc1)N1CCCCC1
35	-6	COc1ccc(NC(=O)C2(C)Cc3c(-c4ccc5c(c4)OCO5)ccnc3O2)cc1OC (stereo unspecified)
36	-6	CN1CCN(C(=O)c2ccc(-c3ccc(F)c(F)c3)c3ccoc23)CC1
37	-4	O=C1NC[C@@H](CCCCN2CCN(CCC3CCCCC3)C(=O)C2=O)N(CC2CCCCC2)C1=O
38	-4	COc1ccccc1C#CC1=CC(=O)CC(C)(C)C1
39	-4	CC1(C(=O)O)CCCN1C(=O)c1cccc(OC(F)(F)F)c1 (stereo unspecified)
40	-7	Cn1nc(C(C)(C)C)cc1C(=O)N1CCCCC1c1cc(C(=O)NCc2ccc(F)cc2)no1 (stereo unspecified)
41	0	COc1ccc(C(O)c2nc(-c3cccc(O)c3)cs2)cc1 (stereo unspecified)
42	-9	CCCCCn1cc(CCC(=O)Nc2ccc(N(C)c3ccccn3)cc2)c2ccccc21
43	-4	O=C(NCc1ccccc1Cl)c1[nH]c(C(F)(F)F)nc1-c1ccccc1
44	-1	CC(=O)N1C[C@@H](CO)[C@@H](N(C)C(=O)C2CCCCC2)C[C@H]1c1ccccc1
45	-6	COc1ccccc1C(=O)Nc1ccnn1C1CCN(C2CCCCC2)CC1
46	-8	COc1cc(CCN=Cc2cc(Cl)cc(Cl)c2O)c([N+](=O)[O-])cc1OC
47	-4	Nn1c(SCC(=O)NC2CCCC2)nnc1C(F)(F)F
48	0	C[C@@H]1CN([C@@H](C)CO)C(=O)c2cc(Br)cnc2O[C@H]1CN(C)C(=O)c1ccncc1
49	-5	O=C(COC(=O)CN1C(=O)c2ccccc2C1=O)Nc1ccccc1C(F)(F)F
50	-8	COc1ccc(C(C(=O)NC(C)(C)C)n2c(COc3ccc(C)cc3)nc3ccccc32)cc1 (stereo unspecified)

Next part
cpd	GalR3 antag	canonical_smiles
51	-5	CC(=O)c1ccc(-c2cnc3c(NC=O)cc(-c4ccc(C(=O)NC5CC5)cc4)cn23)cc1
52	4	COC(=O)[C@]12CCCCC=C1N(Cc1cccc3ccccc13)C(=O)[C@H](CC(=O)NCCc1ccccc1OC)C2
53	-10	CCCCNC(=S)N(CCCO)Cc1cc2cc3c(cc2[nH]c1=O)OCO3
54	-11	COc1cc(OC)c(N(C)S(=O)(=O)c2cccc(C(=O)NCc3cccs3)c2)cc1Cl
55	-3	CCN(CCn1cccn1)C(=O)c1ccc(OC2CCN(C(=O)CCOC)CC2)cc1
56	-5	Cc1ccccc1C(=O)N1CCN(C(=O)C(=O)c2cccc(C(F)(F)F)c2)CC1
57	-4	CC1(C(=O)Nc2ccc3c(c2)OCCO3)CCC(=O)N1CCc1c[nH]c2ccccc12 (stereo unspecified)
58	-6	CN(C)c1cccc(CNC(=O)c2ccc3nc([C@@H]4O[C@H](CO)[C@H](O)[C@H](O)[C@H]4O)[nH]c3c2)c1
59	-8	CC1(c2nnnn2Cc2ccccc2)CCC(=O)N1Cc1cccc(C(F)(F)F)c1 (stereo unspecified)
60	-5	CC1(C(=O)NS(=O)(=O)C2CC2)CCCN(C(=O)c2cc3ccccc3s2)C1 (stereo unspecified)
61	-2	CN[C@H](C(=O)NC[C@H]1O[C@@H](n2cnc3c(N)ncnc32)[C@H](O)[C@@H]1O)[C@@H](C)OCc1ccccc1
62	-3	Cc1cc(C)n2c(Nc3ccc4c(c3)OCCO4)c(C3CC3)nc2n1
63	-7	Fc1ccccc1CSc1ncnc2c1ncn2C1CCCO1 (stereo unspecified)
64	-4	OC[C@@H]1CN(Cc2ccc3c(c2)OCO3)C[C@H](n2cnc3c(NCc4ccc(F)cc4)ncnc32)O1
65	-6	O=C(Nc1ccc(Cl)cn1)c1cccc(S(=O)(=O)N2CCCCCC2)c1
66	-4	O=C(NC1CCCCC1)C1c2ccccc2OCC(=O)N1Cc1ccc2c(c1)OCO2 (stereo unspecified)
67	-2	CC(C)C(NC(=O)c1ccccc1F)C(=O)NCc1ccc(S(=O)(=O)N2CCOCC2)cc1 (stereo unspecified)
68	-7	Nc1[nH]c(C(=O)c2ccccc2)c(-c2ccccc2C(F)(F)F)c1C(=O)c1cccs1
69	-1	Cc1cccc(CN2[C@H](COC(=O)Nc3ccccc3)C=CS2(=O)=O)c1
70	-6	O=C(O)COc1ccc(Cl)cc1C1CCCCC1

The last three records of the section before are carried over, then new ones follow:
cpd	GalR3 antag	canonical_smiles
68	-7	Nc1[nH]c(C(=O)c2ccccc2)c(-c2ccccc2C(F)(F)F)c1C(=O)c1cccs1
69	-1	Cc1cccc(CN2[C@H](COC(=O)Nc3ccccc3)C=CS2(=O)=O)c1
70	-6	O=C(O)COc1ccc(Cl)cc1C1CCCCC1
71	-1	Cc1ccc([C@H]2C[C@@H](O)[C@H](n3cc(COC(=O)c4ccccc4)nn3)CN2CC2CCCCC2)cc1
72	-5	CCC(C)C(CO)NCCCn1cnc2c(SC)ncnc21 (stereo unspecified)
73	-3	CCOC(=O)C1CC(CN2C(=O)c3ccccc3C2=O)OC1=O (stereo unspecified)
74	-5	CCN(CC(=O)Nc1ccc(NC(C)=O)cc1)C(=O)C1(c2ccc(Cl)cc2)CCC1
75	6	CO[C@@H]1CN(C)C(=O)c2ccc(NC(=O)c3ccccc3F)cc2OC[C@@H](C)N(CC2CCOCC2)C[C@@H]1C
76	0	C[C@H](CO)N1C[C@H](C)[C@@H](CN(C)S(=O)(=O)c2ccc(Oc3ccccc3)cc2)OCc2cnnn2CCCC1=O
77	-6	OC(c1ccc(F)cc1)c1ncc(-c2cccc3ccccc23)[nH]1 (stereo unspecified)
78	-11	CCCCNC(=O)C1(C)CCN1Cc1cccc2c(OC)cc(C(=O)OCC)cc12 (stereo unspecified)
79	-1	Cc1ccc(C(c2ccc(C)c(C)c2)C(O)C2OC(=O)C(O)C2O)cc1C (stereo unspecified)
80	-2	C[C@]12CC[C@H](O)CC1=C[C@H](O)C1C2CC[C@@]2(C)C1CC[C@@]2(O)C#Cc1ccc(CN)cc1 (stereo partly specified)
81	-7	COc1ccc(CCN2CC(C(=O)NCc3cccc(F)c3)CCC2=O)cc1 (stereo unspecified)
82	-3	Cc1ccc(C)c(OCCC(=O)OCc2csc(CC(=O)Nc3ccccc3C)n2)c1
83	-8	C(=C\c1ccccc1)/CN1CCN(C(CCc2ccccc2)c2nnnn2C2CCCC2)CC1 (stereo unspecified)
84	-5	CCc1nc2ccc(C(=O)NCCc3c[nH]c4ccccc34)cn2c1N(C=O)CCC(C)C
85	-3	CC(C)n1c(=O)c2ccccc2n1Cc1cn(CCc2c[nH]c3ccccc23)nn1
86	-3	COCCN1CCCc2nc(-c3ccc(F)cc3)ccc21
87	-6	COc1cc(C(=O)C(=O)N2CCN(c3ccc(C)cc3)CC2)cc2ccccc12
88	-5	COc1ccc(CC(N)c2csc(Nc3ccc(C(C)=O)cc3)n2)cc1 (stereo unspecified)
89	-3	Cc1ccc(S(=O)(=O)N2CCN(C(=O)N3CCCCC3)CC2)c(C)c1
90	-3	CCCN=C1N(CC)C[C@@H]2[C@@H]3C(=O)N(C)C(=O)[C@@H]3[C@](C)(C(=O)OC)N12
91	-7	CCOC(=O)C1(C)CCCCCN1C(=O)c1ccco1 (stereo unspecified)
92	-3	CC(C)CNC(=O)C1(C)CCCN1Cc1ccc(S(C)(=O)=O)cc1 (stereo unspecified)
93	-5	O=C(OCc1ccccc1)N1CCC2CC1c1cc(/C=C/CCCSc3ncccn3)ccc12 (stereo unspecified)
94	-7	CC[C@H](NC(=O)[C@@H](Cc1ccccc1)NC(=O)[C@H]1O[C@@H](n2ccc(=O)[nH]c2=O)[C@H](O)[C@@H]1O)c1ccccc1
95	-7	CC(C)(C)c1ccc(CC(=O)N2CCC2(C)C(=O)NS(=O)(=O)c2ccccc2C(F)(F)F)cc1 (stereo unspecified)
96	-4	Cc1cc(Br)cn2c(Cc3ccsc3)c(-c3cccc(Br)c3)nc12
97	-3	OC1COCOC1C(O)C1OCOCC1O (stereo unspecified)
98	-12	COC(=O)c1ccc2nc(-c3ccc(F)cc3)c(Cc3ccc(C)cc3)n2c1
99	-5	Cc1nc(-c2ccc(F)cc2)c(CC(=O)N(C)CC(=O)Nc2c(C)cccc2C)s1
100	-7	CC1CCCCC12NC(=O)N(CC(=O)NCc1cccs1)C2=O (stereo unspecified)
101	-7	C[C@H](CO)N1C[C@H](C)[C@@H](CN(C)Cc2ccc(C(=O)O)cc2)OCc2cnnn2CCCC1=O
102	-4	C#CCN(C[C@@H]1[C@@H](OC(=O)NCc2ccco2)[C@@H](OC(=O)NCc2ccco2)Cn2c(=O)ccc(=O)n21)S(=O)(=O)c1ccc(C)cc1
103	-7	O=C(c1ccoc1)N1CCN(c2cc(-c3ccccc3)nc3cc(-c4ccccc4)nn23)CC1
104	-7	O=C(COc1ccc(F)cc1Br)Nc1ccccc1N1CCCC1
105	-5	Nn1c(Cc2ccccc2)nnc1Cc1ccccc1
106	0	Cn1c(=O)c2[nH]c(=O)[nH]c2n(C)c1=O
107	-7	O=C(N[C@H](C(=O)N1CCC[C@H]1C(=O)NC1CCCC1)c1ccccc1)c1ccccc1
108	-4	Cc1cc(C)c2cc(N)c(Cl)nc2n1

In the list so far, 12 contain an NH in an aromatic ring.
cpd	GalR3 antag	canonical_smiles
15	-5	Cc1cc(C(=O)COC(=O)Cc2n[nH]c(=O)c3ccccc23)c(C)n1CC(F)(F)F
25	-8	CCCCNc1ncnc2[nH]ncc12
43	-4	O=C(NCc1ccccc1Cl)c1[nH]c(C(F)(F)F)nc1-c1ccccc1
53	-10	CCCCNC(=S)N(CCCO)Cc1cc2cc3c(cc2[nH]c1=O)OCO3
57	-4	CC1(C(=O)Nc2ccc3c(c2)OCCO3)CCC(=O)N1CCc1c[nH]c2ccccc12 (stereo unspecified)
58	-6	CN(C)c1cccc(CNC(=O)c2ccc3nc([C@@H]4O[C@H](CO)[C@H](O)[C@H](O)[C@H]4O)[nH]c3c2)c1
68	-7	Nc1[nH]c(C(=O)c2ccccc2)c(-c2ccccc2C(F)(F)F)c1C(=O)c1cccs1
77	-6	OC(c1ccc(F)cc1)c1ncc(-c2cccc3ccccc23)[nH]1 (stereo unspecified)
84	-5	CCc1nc2ccc(C(=O)NCCc3c[nH]c4ccccc34)cn2c1N(C=O)CCC(C)C
85	-3	CC(C)n1c(=O)c2ccccc2n1Cc1cn(CCc2c[nH]c3ccccc23)nn1
94	-7	CC[C@H](NC(=O)[C@@H](Cc1ccccc1)NC(=O)[C@H]1O[C@@H](n2ccc(=O)[nH]c2=O)[C@H](O)[C@@H]1O)c1ccccc1
106	0	Cn1c(=O)c2[nH]c(=O)[nH]c2n(C)c1=O

Not all compounds are listed (hit frequency here may not be typical).
